NSD2 HMT inh – inhibitors of human histone methyltransferase NSD2. O96028. NSD2 peptide methylation, AlphaScreen, 120 min. inhibition, % at 12.5 µM. actives 0.54% (n = 310,000); in the data active means inhibition above about 50%
HTR5A ag ctr – HTR5A agonism, opioid heterodimer counter-screen; AID 504692; activation, % at 9.3 µM; actives 0.61% (n = 340,000); P47898; HTR5A agonist assay, luminescence, cell-based; in the data active means activation mostly above about 9.5%, no sharp cut-off; inactive means mostly below about 7.6%;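 further: 0% = cells with vehicle only and 100% = reference agonist; strong numbers were not always called active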
HTR5A inv ag – inverse agonist of human HTR5A in OPRM1-OPRD1 counter-screen; inhibition, % at 9.3 µM; HTR5A cell line, luminescence, inverse agonism; P47898; AID 504634; actives 0.083% (n = 340,000); in the data active means inhibition mostly above about 23%, no sharp cut-off; inactive means mostly below about 18%;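 further: 0% = cells with DMSO and 100% = no-cell wells with DMSO; some compounds called inactive have numbers as strong as hits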
SR-BI DiI inh – blocks mouse SR-BI lipid uptake from DiI-HDL | ldlA[mSR-BI] CHO cells, DiI-HDL uptake fluorescence, 3 h | AID 488896 | inhibition, % at 12.5 µM | actives 0.96% (n = 320,000) | Q61009;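 active means mean replicate inhibition of at least 70% and a set share of replicates each scoring 70 or more; inconclusive means meets just one of the two criteria; inactive means fails both criteria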;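 further: 0% = median of neutral control wells and 100% = median of positive control wells; values of inactives mirror those of a sister screen read the other way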
PvdQ acylase – P. aeruginosa PvdQ acylase inhibition | purified PvdQ acylase, fluorescence plate reader | inhibition, % at 10 µM | actives 0.063% (n = 340,000) | AID 488965; in the data active means inhibition above about 30%, passing the limit was not always enough; inconclusive means no clear call, values can overlap the other calls;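 further: 0% = vehicle neutral wells and 100% = reference inhibitor wells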
dFosB act – activators of mouse delta FosB homodimer. P13346. purified delta FosB, TAMRA-CDK5 oligo fluorescence polarization; percent of positive-control signal above neutral wells. activation, % at 25 µM. actives 0.99% (n = 340,000). AID 493131;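 active means mean activation above about 17%, with every replicate also reaching it, limit read from the data, passing the limit was not always enough; inconclusive means only one of the two conditions met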;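 further: fluorescence polarization rise as delta FosB binds a TAMRA Cdk5 AP-1 oligo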
Target sequence (P13346 whole entry, looked up): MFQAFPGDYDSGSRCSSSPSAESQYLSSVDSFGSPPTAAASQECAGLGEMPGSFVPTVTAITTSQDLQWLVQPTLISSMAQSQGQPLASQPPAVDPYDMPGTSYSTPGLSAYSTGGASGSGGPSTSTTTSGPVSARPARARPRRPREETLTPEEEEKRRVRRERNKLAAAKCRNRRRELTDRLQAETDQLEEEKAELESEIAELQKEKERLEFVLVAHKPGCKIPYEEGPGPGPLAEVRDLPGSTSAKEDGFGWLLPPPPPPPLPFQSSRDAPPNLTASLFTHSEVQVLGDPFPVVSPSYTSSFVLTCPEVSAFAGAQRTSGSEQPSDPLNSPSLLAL
MITF act – MITF TRPM1 promoter activation in melanoma cells; actives 0.75% (n = 300,000); SK-MEL-5 TRPM1-promoter luciferase, 24 h; % of positive control, neutral wells = 0; activation, % at 12.5 µM;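 active means mean activation of at least 80% with every replicate also reaching 80%; inconclusive means mean reaches 80% but some replicate falls short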;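 further: 0% = neutral control wells and 100% = parthenolide positive control wells; values of inactives mirror those of a sister screen read the other way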
CDK5 inh – CDK5/p35 (human) kinase inhibition | Q00535+Q15078 | Recombinant CDK5/p35, ADP-Glo luminescence, 60 min | inhibition, % at 10 µM | actives 0.01% (n = 330,000) | AID 488839;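 active means highest replicate inhibition of at least 50% and at least 75% of replicates reaching 50%; inconclusive means only one of the two criteria met; inactive means both criteria failed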;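 further: plate controls were DMSO neutral control for no effect and GW8510 at 10 µM for full effect; many of its hits are not listed in these tables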
Target sequence (Q00535 whole entry, looked up): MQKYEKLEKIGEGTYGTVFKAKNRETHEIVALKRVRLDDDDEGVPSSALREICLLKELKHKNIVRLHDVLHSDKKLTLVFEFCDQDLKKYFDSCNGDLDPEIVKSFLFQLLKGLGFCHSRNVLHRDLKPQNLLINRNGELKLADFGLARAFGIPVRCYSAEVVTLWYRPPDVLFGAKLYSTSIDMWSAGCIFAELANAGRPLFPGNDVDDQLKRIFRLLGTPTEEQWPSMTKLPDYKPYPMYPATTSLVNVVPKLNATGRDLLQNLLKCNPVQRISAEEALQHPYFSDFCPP
Target sequence (Q15078 whole entry, looked up): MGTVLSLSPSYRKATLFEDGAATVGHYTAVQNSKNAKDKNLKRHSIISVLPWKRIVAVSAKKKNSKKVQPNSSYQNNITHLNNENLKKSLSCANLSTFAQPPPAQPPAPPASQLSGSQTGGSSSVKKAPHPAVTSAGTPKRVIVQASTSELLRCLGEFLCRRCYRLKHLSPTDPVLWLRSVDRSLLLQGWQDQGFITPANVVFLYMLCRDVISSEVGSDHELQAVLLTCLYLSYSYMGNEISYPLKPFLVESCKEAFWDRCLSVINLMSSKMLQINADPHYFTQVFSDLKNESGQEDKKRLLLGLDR
V-ATPase pH – regulators of yeast V-ATPase proton transport; response, % at 10 µM; actives 0.37% (n = 350,000); S. cerevisiae, pHLuorin cytosolic pH fluorescence; AID 504577; in the data active means response mostly above about 7.3%, no sharp cut-off; inactive means mostly below about 5.4%; further: actives read high; inactives centre near 0; some compounds called inactive have numbers as strong as hits; reference of the scale not given here
Wnt act – activators of Wnt/beta-catenin signaling; activation, % at 9.35 µM; actives 1.2% (n = 300,000); Wnt/beta-catenin reporter cell assay, activator, plate reader; in the data active means activation above about 30%, passing the limit was not always enough; inconclusive means no clear call, values can overlap the other calls;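 further: 0% = neutral control wells and 100% = positive control wells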
Starred values were filed as active, the others as inactive; ? = inconclusive; . = not tested or not shown; & = joins results of further samples. Compounds as they come; 5% or so of the library scored in one or more.

SMILES	NSD2 HMT inh	HTR5A ag ctr	HTR5A inv ag	SR-BI DiI inh	PvdQ acylase	dFosB act	MITF act	CDK5 inh	V-ATPase pH	Wnt act
CN=C1S/C(=C\c2ccc(SC)cc2)C(=O)N1C	-10	-2	6	13	48*	-11	51	1.5	4	8
Cc1ccc(CNn2cnnc2SCC(=O)NC(C)(C)C)cc1	2	1	-38	-18	-13	-1	.	0.1	-2	15
Cc1cccc(OCCNC(=O)CCNS(=O)(=O)c2ccc3ccccc3c2)c1	1	0	-10	-9	-7	-18	-1	-0.7	-3	2
O=C(NCc1ccccc1)C(c1cccnc1)N(C(=O)c1csnn1)c1ccccc1 (stereo not drawn)	19	0	-1	.	1	-3	20	-1.1	0	-4
COc1ccccc1NC(=O)CC(c1ccc(F)cc1)c1ccco1 (stereo not drawn)	0	1	-2	.	-11	-8	6	-0.7	-3	-1
COC(=O)N[C@H](c1ccccc1)[C@@]1(C)C[C@@H]1[C@@H](C)C(=O)Nc1ccc2ccccc2c1	.	15	-44	16	5	2	-7	0.2	-4	2
CCC(C)C(=O)N1c2ccccc2C(=C2SC(C(=O)OC)=C(C(=O)OC)S2)C(=S)C1(C)C (stereo not drawn)	0	1	-19	89*	7	-11	3	-0.2	-16	-5
CCn1cc(C(=O)O)c(=O)c2cc(F)c(N3CCN(C(=S)Nc4ccc(OC)cc4)CC3)cc21	.	-2	-5	.	-6	0	-5	0.1	1	20
CN(CC(=O)NC1(C)CCS(=O)(=O)C1)S(=O)(=O)c1ccc(Cl)cc1 (stereo not drawn)	1	0	-32	-34	-6	-1	-11	0.4	1	-2
COC(=O)CC1c2ccccc2S(=O)(=O)N1Cc1ccccc1 (stereo not drawn)	.	0	22	-28	-11	-4	3	0.2	-2	0
Cc1sc2nc(COC(=O)C(NC(=O)c3ccc(Cl)cc3Cl)C(C)C)[nH]c(=O)c2c1C (stereo not drawn)	4	2	3	-1	-22	-7	4	-1.3	2	0
O=C(c1ccc(Cl)cc1)N1CCN(S(=O)(=O)/C=C/c2ccccc2)CC1	13	4	-10	-28	-12	0	0	-2.3	2	-8

Of the compounds above, two contain an aryl thioether with sulfur outside any ring:
SMILES	NSD2 HMT inh	HTR5A ag ctr	HTR5A inv ag	SR-BI DiI inh	PvdQ acylase	dFosB act	MITF act	CDK5 inh	V-ATPase pH	Wnt act
CN=C1S/C(=C\c2ccc(SC)cc2)C(=O)N1C	-10	-2	6	13	48*	-11	51	1.5	4	8
Cc1ccc(CNn2cnnc2SCC(=O)NC(C)(C)C)cc1	2	1	-38	-18	-13	-1	.	0.1	-2	15

Arranged by molecular weight (highest first): part of the list above.
SMILES	NSD2 HMT inh	HTR5A ag ctr	HTR5A inv ag	SR-BI DiI inh	PvdQ acylase	dFosB act	MITF act	CDK5 inh	V-ATPase pH	Wnt act
O=C(NCc1ccccc1)C(c1cccnc1)N(C(=O)c1csnn1)c1ccccc1 (stereo not drawn)	19	0	-1	.	1	-3	20	-1.1	0	-4
COC(=O)N[C@H](c1ccccc1)[C@@]1(C)C[C@@H]1[C@@H](C)C(=O)Nc1ccc2ccccc2c1	.	15	-44	16	5	2	-7	0.2	-4	2
Cc1cccc(OCCNC(=O)CCNS(=O)(=O)c2ccc3ccccc3c2)c1	1	0	-10	-9	-7	-18	-1	-0.7	-3	2
O=C(c1ccc(Cl)cc1)N1CCN(S(=O)(=O)/C=C/c2ccccc2)CC1	13	4	-10	-28	-12	0	0	-2.3	2	-8

Other structures follow:
SMILES	NSD2 HMT inh	HTR5A ag ctr	HTR5A inv ag	SR-BI DiI inh	PvdQ acylase	dFosB act	MITF act	CDK5 inh	V-ATPase pH	Wnt act
CCCCn1ccc(=O)c2c(C(F)(F)F)nccc21	3	12	-29	-23	-6	-3	.	0.0	4	-3
Cc1c(C)n(CC(O)CNc2ccccc2)c2ccccc12 (stereo not drawn)	8	-1	2	24	-17	-14	11	1.0	-2	0
Cc1c(NC(=O)C(C)OC(=O)c2ccc(Cl)nc2)c(=O)n(-c2ccccc2)n1C (stereo not drawn)	-3	-2	7	-26	-8	5	-3	3.0	1	.
COC(=O)c1cc(OC)c(OC)c(OC)c1N	.	4	-7	-26	-6	6	10	0.3	3	-3
O=C(NCCN1CCCCC1)c1ccc(/C=N/O)nc1	-7	-3	10	-22	0	7	.	-3.3	-1	-2
COc1ccc(CCNC(=O)Cn2c(=O)n(-c3ccc(C)c(F)c3)c(=O)c3sccc32)cc1OC	-4	-1	-11	.	-6	-1	-9	0.5	13	7
CN(C)c1ccc(NC(=O)c2cnsn2)cc1	-1	-2	5	-21	7	0	0	-0.3	3	2
O=C(NCCCl)Nc1ccccc1NS(=O)(=O)c1cccs1	0	-2	6	-6	-21	-2	-5	-1.4	2	-5
COc1cccc(NC(=S)N2CCN(C(c3ccccc3)c3ccccc3)CC2)c1	-2	1	9	9	8	-1	-1	0.6	2	-1
CSc1ccc(S(=O)(=O)Nc2ccc3c(c2)OCCO3)cc1	.	-2	5	-12	-6	-12	4	2.5	3	-2
O=C(Cn1c(=O)oc2cc(S(=O)(=O)NCc3ccccc3)ccc21)NCc1ccco1	.	11	-31	-9	-12	4	2	-0.4	2	-6
Cc1cccc(CSc2ccc3nnc(-c4cccs4)n3n2)c1	1	-5	14	-13	-2	-7	-6	0.1	0	0
COc1ccc(CN2C(=O)c3cccnc3C2=O)cc1S(=O)(=O)N1CCCC(C)C1 (stereo not drawn)	-2	0	-1	-43	-1	-7	-9	-3.2	-1	0
Cc1ccc(S(=O)(=O)CC(C)(O)CS(=O)(=O)c2ccc(C)cc2)cc1	-2	-5	9	-5	-10	-1	-2	0.0	-1	1
COc1ccc(C(=O)C2CCCN(C(=O)Cn3cncn3)C2)cc1OC (stereo not drawn)	1	-4	15	-15	-11	1	7	.	1	-3
COc1ccccc1C(=O)Nc1cc(C)on1	-5	-5	19	-11	-8	0	50	-1.9	0	8
COc1cc2c(C)nc(C)c(C#N)c2cc1OC	7	0	1	40	-4	-35	.	-1.1	-1	.
COC(=O)c1cc(Br)c(=O)n(CC(C)C)c1	-1	-8	22	11	13	13	-1	3.3	-3	.
CCC(=O)c1cn(CC(=O)Nc2ccccc2Cl)c2ccccc12	-2	-2	18	13	-11	-4	1	0.7	6	-1
COc1ccc(CNC(=O)COC(=O)CCc2nc3ccccc3c(=O)[nH]2)cc1	-1	6	-3	-10	7	-3	-5	0.3	0	-3
COc1ccc(N2C(=O)NC3CC2(C)Oc2ccc(Br)cc23)cc1OC (stereo not drawn)	.	-1	-18	25	-12	-9	9	1.0	-3	.
CC1CCC(C(C)C)C(OC(=O)CSc2nc(N)cc(=O)[nH]2)C1 (stereo not drawn)	2	0	1	-9	-18	-4	-10	-0.1	-6	-1
Cc1n[nH]c(C)c1N=Nc1cc(Cl)ccc1Cl	-2	1	8	-10	-9	-8	-1	-0.8	1	-1
CC(=O)Nc1ccc(C(=O)CSc2nnnn2C2CCCC2)cc1	1	-5	19	7	12	-12	12	-0.1	-1	3
COc1ccccc1OCCNC(=O)c1ccc(C(C)(C)C)cc1	.	2	-12	.	1	-15	.	0.3	2	0
O=C(CCCc1ccccc1)Nc1cccnc1	0	-1	-7	-7	-1	5	60	-0.2	0	0
COc1cccc(CNC(=O)C2CCCN(c3nn4c(=O)cc(C)nc4s3)C2)c1 (stereo not drawn)	-5	1	-2	-7	14	0	-6	-1.5	8	-2
CC(C)(Oc1ccc(Cl)cc1)C(=O)N/N=C/c1cn[nH]c1-c1ccccc1	-1	6	-37	-12	-6	-11	-8	-0.1	0	.
N#C/C(=C(/O)c1ccco1)c1nc2ccccc2s1	13	3&-4	-9&-21	-2&-16	8&6	4&-2	43&31	1.3&0.7	0&-3	4&15
CN1CCc2c(sc3c2c(=O)n(-c2ccccc2)c2nncn32)C1	3	0	0	-16	8	-12	2	1.7	0	.
Cc1ccc(S(=O)(=O)c2nc(S(C)(=O)=O)sc2N2CCC(C(N)=O)CC2)cc1	0	-1	19	-16	-10	3	-1	1.4	-3	-1
CCOc1ccc(NC(=O)c2cn(CC(C)C)c(=O)c3c2c2ccccc2n3C)cc1	1	1	-11	41	14	-4	-3	-1.8	-3	5
Cc1cccc(C(=O)N/N=C/C(C)Cc2ccc3c(c2)OCO3)c1 (stereo not drawn)	-3	5	-19	-46	1	1	-8	1.9	-3	5
COc1ccc(N2CCN(C(=O)c3ccccc3N(C)S(=O)(=O)c3ccc(C)cc3)CC2)cc1	.	4	-3	8	-14	-9	6	1.1	1	7
COc1ccc(-c2c(-c3ccccc3OC)oc3ccccc23)cc1F	.	1	-3	28	-19	-5	-4	0.6	-4	4
Cc1cccc(C(=O)OCC(=O)NC2CC2)c1O	-1	-3	13	-33	-8	-7	5	-1.9	5	-5
Cc1nc2c(-c3ccc(F)cc3)c(C)nn2c(C)c1CCC(=O)N1CCC(Cc2ccccc2)CC1	.	-1	4	-9	5	6	.	4.8	-7	2
CCCCn1c(=O)[nH]c(=O)c2c1nc(-c1ccc(OCCC)c(OCC)c1)n2C	-2	14	-28	.	-14	-10	-5	1.3	-1	-2
CCN(CC)c1ccc(NC(=O)c2ccco2)cc1	0	0	-4	-30	-17	-3	38	-2.3	1	?
O=C(NCc1ccccc1)c1cccc(S(=O)(=O)N2CCOCC2)c1	-1	-4	9	-23	-6	4	-11	1.4	5	.
O=C1C=C(c2cccc(OCc3ccccc3)c2)C[C@@H](c2ccc3c(c2)OCO3)C1	.	3	-9	15	-15	-8	-1	-1.1	-1	2
CN(c1ccccc1)S(=O)(=O)c1ccc(C(=O)Nc2nnc(C3CC3)s2)cc1	2	2	-14	.	-14	?	2	-0.1	1	0
Cc1ccc(C)n1CCN1CCN(C(=O)c2ccc(Cl)cc2)CC1	-3	-5	12	-2	-12	-16	-6	-2.5	3	0
O=C(/C=C/c1ccccc1)N1CCC(Cc2ccccc2)CC1	-3	-1	12	-15	-13	-10	55	2.3	2	.
CC(=O)N/N=C(/c1ccccc1)C(O)c1ccccc1 (stereo not drawn)	1	5	-19	12	12	1	.	-0.7	-5	-1
CCOc1ccc(OCCCC(=O)ON=C(N)c2ccccc2C)cc1	10	8	-21	-9	-14	1	0	-4.0	1	2

Screens (PubChem)
